# Screening data (PubChem BioAssay)
# 14-3-3g Raf: modulators of 14-3-3 gamma protein binding, primary screen, biochemical, fluorescence polarization; AID 422, 2006; inhibition, % at 40 µM; 160,000 compounds, 0.19% hits; FP, 14-3-3gamma / TMR-pS259-Raf peptide binding; in the data active = inhibition above about 30%;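 note: 0% = protein plus tracer without compound and 100% = blank with tracer alone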
# Target sequence (P61981 whole entry, looked up): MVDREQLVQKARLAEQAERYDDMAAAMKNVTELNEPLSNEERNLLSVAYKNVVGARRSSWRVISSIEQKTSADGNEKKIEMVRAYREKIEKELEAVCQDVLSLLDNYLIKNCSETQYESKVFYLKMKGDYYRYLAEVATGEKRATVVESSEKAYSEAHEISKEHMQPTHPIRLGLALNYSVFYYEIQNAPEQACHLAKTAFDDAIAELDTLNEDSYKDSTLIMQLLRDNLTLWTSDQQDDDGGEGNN
# * hit, by the source's call; & = joins results of further samples.
Compound,14-3-3g Raf
CN1CCN(CCCNC(=O)c2cc3c(-c4ccc(Cl)cc4)nn(C)c3s2)CC1,-8
Cc1ccc2c(c1)sc(=NC(=O)c1ccc(S(=O)(=O)N3CC(C)CC(C)C3)cc1)n2C (configuration not stated),-4
CSCCC1NC(=S)N(C2CCCCC2)C1=O (configuration not stated),-3
O=C(NC1CCCCC1)C(c1ccco1)N(Cc1cccs1)C(=O)Cn1nnc2ccccc21 (configuration not stated),1
O=c1c2cc(Cl)ccc2[nH]c(=S)n1C1CCCCC1,1
O=C(CSc1ncnc2c1cnn2-c1ccccc1)Nc1ccc2c(c1)OCO2,3
Cc1ccc(N(C(=O)Cn2cccc([N+](=O)[O-])c2=O)C2(C(=O)Nc3c(C)cccc3C)CCCCC2)cc1,-8
Cc1ccc(S(=O)(=O)CCC(=O)Nc2cccc([N+](=O)[O-])c2)cc1,-16
COc1ccccc1C(=O)CN1CCN(S(=O)(=O)c2ccc(C(C)C)cc2)CC1,6
COc1ccc(NC(=O)c2csc3c2CCCC3)cc1,-4
COc1ccccc1OCC(=O)N(C1CCCCC1)C1CCCCC1,-8
Cc1cc(Br)ccc1NC(=O)Cn1cnc2sc(C)c(S(=O)(=O)N3CCN(C)CC3)c2c1=O,-1
Cc1oc2ccc(NS(=O)(=O)c3ccc4ccccc4c3)cc2c1C(=O)OCc1ccccc1,-6
CC(C)c1ccc(NS(=O)(=O)c2ccc3[nH]c(=O)c(=O)[nH]c3c2)cc1,-8
CCOc1ccc(C(=O)CN2CCN(c3ccc(F)cc3)CC2)cc1,3
c1ccc(-c2nc(Sc3ccccn3)c3oc4ccccc4c3n2)cc1,5
O=C1CCCN1CCC1CCN(C(=O)Nc2ccccc2)CC1,2
CCOc1ccc(NC(=O)Cn2ccc3ccccc3c2=O)cc1,-5
Cc1cc(N2CC(C)CC(C)C2)nc2ccc(NC(=O)CCC(=O)N(C)C3CCCCC3)cc12 (configuration not stated),4
CC(=O)c1ccc(N=c2oc3ccccc3cc2C(N)=O)cc1,5
c1ccc2c(c1)CC1(CCCCC1)n1c(-c3ccncc3)nnc1-2,3
COc1ccc(C2(C(=O)N3CCCC3)CCOCC2)cc1OC,2&0
COc1ccc2cc(C(=O)OC(C)C)sc(=O)c2c1OC,-1
COc1ccc(-c2cc(C(=O)OCC(=O)c3ccc(Br)cc3)c3ccccc3n2)cc1,-2
CCOC(=O)CSc1nc(N)c2c3c(sc2n1)CCC3,-31
Cc1ccc(C)c(N2CCN(C(=O)c3c[nH]c4ccc(S(=O)(=O)N5CCOCC5)cc4c3=O)CC2)c1,-22
Cc1ccccc1NC(=O)c1ccncc1,-3
CCOc1cc([N+](=O)[O-])cc(C=Nc2cccc(NC(=O)c3ccccc3C)c2)c1O,2
CCc1cc2c3c(c(=O)oc2cc1OCc1cc(C(=O)OC)oc1C)CCCC3,3
CCOC(=O)CC(C(=O)OCC)P(=O)(c1ccccc1)c1ccccc1 (configuration not stated),1
Cn1c(=O)c2cc(S(=O)(=O)N3CC(=O)N(CCc4ccccc4)C(=O)C3)ccc2n(C)c1=O,-7
Cc1ccc(C)c(S(=O)(=O)Nc2cc3c(C(=O)OC(C)C)c(C)oc3c3ccccc23)c1,-1
NC(=O)c1ccccc1NC(=O)CN1CCOCC1,-7&3
CCC(O)CNc1nc(-n2nc(C)cc2C)nc2sc3c(c12)CCCC3 (configuration not stated),-2
CCOc1ccc(S(=O)(=O)n2nnc3ccccc32)cc1C,-4
CCOc1ccc2[nH]c(=O)c(CN(C(=O)N3CCOCC3)C3CC3)cc2c1,-7
CCN(CC)S(=O)(=O)c1ccc2[nH]cc(C(=O)N3CCCCC3C)c(=O)c2c1 (configuration not stated),-4
CCc1cc(Br)ccc1NC(=O)C1CCCO1 (configuration not stated),1
Clc1ccc(OCCn2c3ccccc3c3nc4ccccc4nc32)cc1,5
CCOC(=O)C1=C(C)NC2=C(C(=O)C(C(=O)OC)C(C)C2)C1c1cccc(OCc2ccccc2)c1 (configuration not stated),-6
COc1ccc(Nc2nc(-c3cc(OC)c(OC)c(OC)c3)nc3ccccc23)cc1OC,2
O=C(NCC1(c2ccccc2)CCCC1)c1cc2ccccc2o1,-3
Cc1ccc(C(=O)CC(C(=O)O)n2ccc(C)n2)cc1 (configuration not stated),5
CC(=O)C1=C(O)C(=O)N(CCC(=O)O)C1c1ccc2c(c1)OCO2 (configuration not stated),-8
CCCNC(=O)c1cc(-c2ccc3c(c2)OCO3)on1,-6
Cc1ccc(-n2sc3c(c2=S)-c2cc(Br)ccc2NC3(C)C)cc1,-4
Cc1cc(OCC(=O)O)c2cccc(C)c2n1,2
COc1ccc(C(N)=O)cc1NC(=O)c1ccc2c(=O)n(Cc3ccccc3)c(=S)[nH]c2c1,0
O=C(Oc1ccccc1N(C(=O)c1ccccc1)S(=O)(=O)c1ccccc1)c1ccccc1,-60
Cc1cc(C)c(OCC(=O)Nc2ccccc2N2CCOCC2)c(C)c1,-12

# Four entries from above, as labelled records:
CCN(CC)S(=O)(=O)c1ccc2[nH]cc(C(=O)N3CCCCC3C)c(=O)c2c1 (configuration not stated)
  14-3-3g Raf: -4

CCc1cc(Br)ccc1NC(=O)C1CCCO1 (configuration not stated)
  14-3-3g Raf: 1

Clc1ccc(OCCn2c3ccccc3c3nc4ccccc4nc32)cc1
  14-3-3g Raf: 5

CCOC(=O)C1=C(C)NC2=C(C(=O)C(C(=O)OC)C(C)C2)C1c1cccc(OCc2ccccc2)c1 (configuration not stated)
  14-3-3g Raf: -6

# The results go on.
Compound,14-3-3g Raf
O=C(CSc1nnc(CNc2ccc(Cl)cc2)o1)Nc1nc2c(s1)CCCC2,-5
CCOc1cc(C2c3c(oc4cc(C)c(Cl)cc4c3=O)C(=O)N2Cc2ccco2)ccc1O (configuration not stated),-9
O=C(Nc1ccc(NC(=O)c2ccco2)nc1)c1cccnc1,5
O=[N+]([O-])c1cccc2c1NC(c1ccc(Cl)cc1)C1CC=CC21 (configuration not stated),-129
c1ccc2[nH]c(C34CC5CC(CC(C5)C3)C4)nc2c1,-29
CN(C)CC(O)COc1ccc(-c2ccc(C#N)cc2)cc1 (configuration not stated),0
CC(C)N1C(=O)CCC1C(=O)N1CCN(c2ccc(F)cc2)CC1 (configuration not stated),-1
CC(=O)c1cccc(NC(=O)C2CCN(S(=O)(=O)c3cc(Br)cc4c3N(C(C)=O)CC4)CC2)c1,-6
CCOc1ccc(C(CC(=O)O)NC(=O)c2ccco2)cc1OC (configuration not stated),5
Cn1c(=O)[nH]c(=O)c2c1nc(N1CCCC1)n2CCCc1ccccc1,1
Cc1cccc(-n2ccnc2SCC(=O)Nc2cccc3ccccc23)c1,-6
CCOC(=O)c1nn(-c2ccc(OC)cc2)c(=O)c2c(NC(=O)c3ccc4c(c3)OCO4)scc12,0
NC(=O)CSC1=Nc2ccccc2C2=NC(CCC(=O)NCc3cccs3)C(=O)N12 (configuration not stated),-1
CC(C)C1Oc2ccccc2N(CC(=O)NCCCN2C(C)CCCC2C)C1=O (configuration not stated),-12
CCOC(=O)c1cc2c(=O)n3ccccc3nc2n(CC(C)C)c1=NC(=O)c1ccco1,2
CCCC(=O)Nc1nc2ccc(OC)cc2s1,-3&-1
O=C(NCCc1ccccc1)c1cccnc1SCc1ccccc1F,0
O=C(Nc1cc(Cl)ccc1O)C1CCCO1 (configuration not stated),-9
O=[N+]([O-])C1=Cc2c(ccc3ccccc23)OC1c1ccc2c(c1)OCO2 (configuration not stated),-98
O=C(OCc1cc2ccccc2[nH]c1=O)c1ccccc1,-1
O=C(CCCCCN1C(=O)CCC1=O)Nc1ccc2c(c1)OCO2,-8
Cc1ccc(-c2n[nH]c(=S)o2)cc1,-3
CCOc1ccc(-c2csc(NC(=O)c3cc(OC)c(OC)c(OC)c3)n2)cc1,-15
CC(=O)c1cccc(NC(=O)COc2ccc(C)c(C)c2)c1,-11
CCN1CCN(C(=O)c2oc(=O)c3ccccc3c2-c2ccc(C)cc2)CC1,0

# Following part:
SMILES	14-3-3g Raf
O=C(CSc1nnc(-c2cccnc2)n1Cc1ccco1)NCc1ccc2c(c1)OCO2	-3
CC1(C)Cc2cccc(OCC(=O)N3CCN(S(=O)(=O)c4ccc(F)cc4)CC3)c2O1	-4
CSc1nc(O)c(C(c2ccccc2)c2ccccc2)c(=O)[nH]1	-3
CC1CCc2cc(F)ccc2N1C(=O)CSc1nnc(-c2cccs2)n1C (configuration not stated)	-11
COc1ccc(/C(O)=C2\C(=O)C(=O)N(CCCN3CCOCC3)C2c2ccc(Br)cc2)cc1 (configuration not stated)	-12
CCc1nc(N2CCCC2C(=O)O)c2oc3ccccc3c2n1 (configuration not stated)	-7
COc1ccc2cc3cc(C(=O)N4CCC(C)CC4)oc3nc2c1	-3
CCOC(=O)c1cc2c(=O)n3ccccc3nc2n(Cc2ccco2)c1=NC(=O)c1cccc(Cl)c1	-9
Cc1ccc(C(=O)OCCOC(=O)c2ccc(C)cc2)cc1	-6
CN1CCN(Cc2c(O)ccc3c(=O)c(-c4cccc(Cl)c4)c(C(F)(F)F)oc23)CC1	-16
c1ccc(-n2ncc3c(NCc4ccccn4)ncnc32)cc1	4
CCN(CC)c1ccc(-c2c(C#N)c(N)nc(OC)c2C#N)cc1	-4
Cc1[nH]c2ccccc2c1C=Cc1nc2ccccc2c(=O)n1-c1ccccc1[N+](=O)[O-]	-8
COc1ccccc1NC(=O)N(Cc1ccco1)Cc1cc2cccc(C)c2[nH]c1=O	6
Cc1ccc(NC(=O)C2C(=O)N(CCO)C3(C)CC2c2ccccc2O3)cc1 (configuration not stated)	-10

# Filtered by structure: the entries above with a cyano group.
SMILES	14-3-3g Raf
CN(C)CC(O)COc1ccc(-c2ccc(C#N)cc2)cc1 (configuration not stated)	0
CCN(CC)c1ccc(-c2c(C#N)c(N)nc(OC)c2C#N)cc1	-4

# More results follow:
SMILES	14-3-3g Raf
COC(=O)C(Sc1cc2c(cc1O)OCO2)(C(F)(F)F)C(F)(F)F	-5
Nc1nnc(SCCOc2ccc(Br)cc2)s1	-4
Nc1ncnc2c1cnn2Cc1ccccc1	5
N#Cc1nc(COc2ccccc2Cl)oc1N1CCCC1	4
O=C1Nc2ccc(Br)cc2C(O)(C(=O)NCCC2=CCCCC2)N1c1ccc(Cl)cc1 (configuration not stated)	-9
CCCCNC(=O)NC(=O)c1c(Cl)nc(Cl)c(Cl)c1C	-6
Cc1cc(C)cc(NC(=O)C2C3C=CC4(O3)C2C(=O)N(C2CCC(C)CC2)C4C(=O)NC2CCCCC2)c1 (configuration not stated)	-1
CCOc1ccc(N=Cc2c(O)c(C(=O)Nc3ccccc3)cc3ccccc23)cc1	71*
CC1(C)CC(=O)c2sc(NS(=O)(=O)c3ccc(Br)cc3)nc2C1	-7
CCC(=O)N1CCc2cc(Br)cc(S(=O)(=O)NCCOC)c21	-3
Cc1cc(C)c2c(n1)nn1c(N3CCN(c4ccccc4)CC3)cc(C)nc21	-6
Cc1cc(Cl)ccc1NC(=O)c1ccc(N(C)S(=O)(=O)c2ccccc2)cc1	-28
CC(=O)c1ccc(OC(=O)c2cccs2)cc1	-2
c1ccc(-c2nc(Sc3ncnc4c3cnn4-c3ccccc3)n[nH]2)cc1	0
COc1cc2nc(SCc3ccc(C(C)(C)C)cc3)n3nc(C)nc3c2cc1OC	-8
Cc1ccc(Nc2c(-c3ccc(C)o3)nc3cnccn23)cc1	2
COCCn1c(SCC(=O)NCc2cccs2)nnc1-c1ccc(OC)cc1	-4
COC(=O)C1=C(CN2CCN(C)CC2)NC(=O)NC1c1cc(C)ccc1C (configuration not stated)	12
CC(C)(C)C(C)(O)C#CCN1CCCC1 (configuration not stated)	3
O=C(NCc1ccco1)c1cc2c(=O)[nH]c3ccccc3c2s1	-57
O=C1C2C(C(=O)N1c1cccc(C(F)(F)F)c1)C1C=CC2C12CC2 (configuration not stated)	1
N#Cc1cc(Nc2ccc(Cc3ccncc3)cc2)c([N+](=O)[O-])cc1C#N	-9
COC(=O)[C@H](C)NC(=O)Nc1cc(OC)ccc1OC	-5
NS(=O)(=O)c1ccc(NC(=O)CN2CCCCC2)cc1	-11
N=c1c2c(-c3ccccc3)c(-c3ccccc3)n(Cc3ccccc3)c2ncn1CCCn1ccnc1	-10
COCc1oc2c(cc(NS(=O)(=O)c3ccc(Cl)cc3)c3ccccc32)c1C(=O)OC	-40
CCN(CC)C(=O)Cn1cnc2sc(C(=O)NC(C)C)c(C)c2c1=O	2
O=C(OCC(=O)N1CCN(C(=O)c2ccco2)CC1)c1ccccc1Cc1ccccc1	1
COc1ccc(N2CCN(C(=O)CSc3ncnc4c3cnn4-c3ccccc3C)CC2)cc1	-4
CC1(C)CC(=O)C2=C(C1)Nc1ccccc1NC2c1coc2ccc(Cl)cc2c1=O (configuration not stated)	1

# Taken from above, two compounds:
SMILES	14-3-3g Raf
Cc1ccc(Nc2c(-c3ccc(C)o3)nc3cnccn23)cc1	2
COCCn1c(SCC(=O)NCc2cccs2)nnc1-c1ccc(OC)cc1	-4

# New compounds follow.
SMILES	14-3-3g Raf
COc1ccc(N2CCSC2C(=O)c2ccccc2)cc1 (configuration not stated)	-10
COc1ccccc1NC(=O)C(CCS(C)(=O)=O)N1C(=O)c2ccccc2C1=O (configuration not stated)	-5&-5
Nc1ccc(Oc2ccc3c(c2)C(=O)N(c2cccc(C(F)(F)F)c2)C3=O)cc1	0
COc1ccc(N2CCN(c3oc(-c4ccco4)nc3C#N)CC2)cc1	-1
O=C(CSc1nccn1-c1ccc([N+](=O)[O-])cc1)Nc1nccs1	0
COc1ccc2c(CC(=O)OCC(=O)N3CCc4ccccc43)coc2c1	-5
CC(C)(C)c1[nH]nc2c1C(c1cccnc1)C(C#N)=C(N)O2 (configuration not stated)	-2
COc1cc2c(cc1OC)C1C(C(=O)NCCCN3CCCCCC3)c3ccccc3C(=O)N1CC2 (configuration not stated)	-7

# Some of these compounds in order of their number in 14-3-3g Raf, rising:
SMILES	14-3-3g Raf
COc1ccc(/C(O)=C2\C(=O)C(=O)N(CCCN3CCOCC3)C2c2ccc(Br)cc2)cc1 (configuration not stated)	-12
COc1ccc(N2CCSC2C(=O)c2ccccc2)cc1 (configuration not stated)	-10
O=C1Nc2ccc(Br)cc2C(O)(C(=O)NCCC2=CCCCC2)N1c1ccc(Cl)cc1 (configuration not stated)	-9

# Not all compounds are listed; rates above refer to the full screens.
